# ASAP1 GAP inh: inhibitors of human ASAP1 ArfGAP activity, primary screen, biochemical, fluorescence polarization; Arf-GAP with SH3 domain, ANK repeat and PH domain-containing protein 1 (Homo sapiens), …; ASAP1-stimulated ARF1 GTP hydrolysis, GDP FP detection; inhibition, % at 16.5 µM; 0.19% of 360,000 active; AID 624377, 2012; in the data active = inhibition above about 25%;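 also: 0% = vehicle with enzyme and substrate and 100% = no enzyme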
# Rev-erbA mod: modulators of Rev-erb alpha DNA binding, primary screen, biochemical, FITC-DNA, fluorescence polarization, uHTS. 0.79% of 370,000 active. activity, % at 10 µM. Nuclear receptor subfamily 1 group D member 1 (Homo sapiens), P20393. Rev-erbα–FITC-DNA binding, 90 min;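 active = activity above about 14%, limit read from the data; passing the limit was not always enough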;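 also: 0% = DMSO wells with 35 nM protein and 100% = DMSO wells with 750 nM protein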
# Target sequence (P20393 whole entry, looked up): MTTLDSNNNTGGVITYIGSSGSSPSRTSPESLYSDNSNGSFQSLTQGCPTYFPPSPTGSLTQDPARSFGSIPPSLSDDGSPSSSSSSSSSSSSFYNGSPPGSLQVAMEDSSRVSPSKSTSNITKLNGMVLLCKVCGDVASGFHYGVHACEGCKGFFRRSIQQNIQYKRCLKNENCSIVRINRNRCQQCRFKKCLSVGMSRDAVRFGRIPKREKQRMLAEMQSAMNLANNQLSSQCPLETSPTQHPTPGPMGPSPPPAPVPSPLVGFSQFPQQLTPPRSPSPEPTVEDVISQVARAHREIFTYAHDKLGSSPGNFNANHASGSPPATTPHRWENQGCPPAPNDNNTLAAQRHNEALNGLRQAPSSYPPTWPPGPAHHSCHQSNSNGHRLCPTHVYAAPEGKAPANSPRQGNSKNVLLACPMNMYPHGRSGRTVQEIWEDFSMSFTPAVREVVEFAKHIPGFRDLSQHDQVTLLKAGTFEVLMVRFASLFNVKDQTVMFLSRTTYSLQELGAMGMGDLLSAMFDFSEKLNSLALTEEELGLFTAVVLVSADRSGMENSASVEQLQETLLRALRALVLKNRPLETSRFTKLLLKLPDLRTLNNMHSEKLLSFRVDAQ
# HTRA1 inhibitor: HTRA1 serine protease inhibitors, primary screen, biochemical, fluorescence polarization, HTS | Q92743 | recombinant HTRA1, FP-rhodamine activity-based probe | inhibition, % at 5.96 µM | 0.5% of 340,000 active; in the data active = inhibition above about 36%;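 also: 0% = enzyme with DMSO and 100% = wells lacking enzyme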
# NPR1 activator: GC-A stimulated cGMP production enhancers – HEK293 GC-A cells, cGMP TR-FRET, EC30 ANP, primary screen. Atrial natriuretic peptide receptor 1 (Homo sapiens), P16066. 0% at EC30 ANP, 100% saturating ANP. activation, % at 10 µM. 0.14% of 370,000 active; in the data active = activation above about 40%
# NPR2 activator: human GC-B receptor activators, primary screen, HEK293 GC-B cells, cGMP TR-FRET, EC30 CNP. 0% at EC30 CNP, 100% saturating CNP. AID 1920062, 2024. Atrial natriuretic peptide receptor 2 (Homo sapiens), P20594. activation, % at 10 µM. 0.11% of 370,000 active;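 active = activation at 10 µM reaching about 35% in either raw or pattern-adjusted values, limit read from the data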
# SMARCA2 act: SMARCA2 (BRM) function activators, primary screen, cell-based, luminescence, high throughput; MG213 cells, MMTV-luciferase reporter, dexamethasone, overnight; 1% of 370,000 active; activation, % at 9.1 µM; AID 652017, 2013; in the data active = activation above about 7.8%;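 also: 0% = vehicle wells and 100% = reference activator wells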
# ABHD4 inh: ABHD4 inhibitors, primary screen, biochemical, fluorescence polarization, mouse | (Lyso)-N-acylphosphatidylethanolamine lipase (Mus musculus), Q8VD66 | purified mABHD4, FP-Rh probe fluorescence polarization | inhibition, % at 8.92 µM | 0.54% of 370,000 active;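 active = inhibition exceeding the mean over every tested compound plus 3 SD, cut at about 30% in these data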;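 also: 0% = plate median of compound wells and 100% = S159A mutant with DMSO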
#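 Doses – 8.92 µM, single dose · Material – wild-type mouse ABHD4 protein · Replication – single well per compound (singlicate) · Measure – percent inhibition of probe binding, normalized to plate controls · Schedule – 45 min compound pre-incubation plus 60 min probe step, 25 °C · Detection – fluorescence polarization with parallel and perpendicular emission, 525/598 nm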
# PG9 Ab binder: binders of HIV-1 gp120 antibody PG9, primary screen, biochemical, TR-FRET; TR-FRET gp120-PG9 antibody binding; inhibition, % at 6.7 µM; 0.43% of 360,000 active; AID 624416, 2012; in the data active = inhibition above about 8.5%
# ARFGAP1 inhibitor: inhibitors of rat ARFGAP1 GAP activity, primary screen, biochemical, fluorescence polarization, GDP tracer | AID 651572, 2012 | Arfgap1-stimulated ARF1 GTP hydrolysis, GDP FP detection | 0.26% of 360,000 active | inhibition, % at 16.5 µM | ADP-ribosylation factor GTPase-activating protein 1 (Rattus norvegicus), Q62848;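 active = inhibition above a per-plate limit, mean inhibition of low control wells plus 3 SD, cut at about 25% in these data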;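 also: 0% = DMSO wells with enzyme and 100% = wells lacking Arfgap1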
# Target sequence (Q62848 1-136 limits assumed): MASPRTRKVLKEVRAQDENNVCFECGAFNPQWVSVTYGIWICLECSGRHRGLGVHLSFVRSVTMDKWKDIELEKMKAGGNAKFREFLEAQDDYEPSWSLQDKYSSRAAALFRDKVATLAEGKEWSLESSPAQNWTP
#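 Material: rat Arfgap1 catalytic domain, aa 1-136; also added: human ARF1(Δ1-17)-GTP substrate; compound dosing: one concentration, 16.5 µM, DMSO 1.26%; incubation: GTP hydrolysis reaction 2 h at 25 °C; measured by: Tracer-displacement fluorescence polarization with EDTA stop, 620/688 nm; evaluation: % inhibition from polarization; repeats: one replicate per compound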
# rCAG RNA binder: binders of r(CAG) RNA repeats, primary screen, biochemical, fluorescence; r(CAG) RNA repeat, TO-PRO-1 dye displacement fluorescence; inhibition, % at 3 µM; 1.3% of 370,000 active; AID 651821, 2012;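 active = inhibition above the plate cutoff, the mean of all test compounds on that plate plus 3 SD, cut at about 35% in these data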;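 also: 0% = DMSO alone and 100% = 100 µM mitoxantrone as full dye displacement; higher means more dye released from RNA so lower well fluorescence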
# * hit, by the source's call; nt = not tested or not shown.
entry	canonical_smiles	ASAP1 GAP inh	Rev-erbA mod	HTRA1 inhibitor	NPR1 activator	NPR2 activator
1	N=c1c(C(=O)NC2CCCC2)cc2c(=O)n3ccccc3nc2n1CCCN1CCOCC1	2	-4	-1	10	0
2	CCc1ccc(S(=O)(=O)N2CCN(c3ncccn3)CC2)cc1	7	-4	-1	-3	2
3	O=C(CCCc1nc2ccccc2s1)NNC(=O)CCN1CCN(Cc2ccccc2)CC1	-11	-6	-4	-3	0
4	COCCCNC(=O)C[C@H]1C[C@H](C(=O)N2CCOCC2)[C@@]2(CCC3CCCC3)c3[nH]c4ccc(Cl)cc4c3CCN2C1=O	3	3	3	-7	-5
5	C#CCSc1nnc(-c2sc(-c3ccccc3)nc2C)n1C	-8	-3	-5	-2	1
6	Cc1cc(C)n2cc(CSc3nnnn3-c3ccc(Cl)cc3)nc2n1	-6	6	-5	-2	-6
7	CN(C)/C(=N\S(=O)(=O)c1ccccc1)c1ccc(Cl)cc1	13	-4	-2	-2	-3
8	CCC(C)NC(=O)C1CCCN(C(=O)Nc2ccc(F)cc2)C1 (configuration not stated)	-6	-2	2	-1	2
9	Cc1cc(C(=O)CSc2nnc(-c3cccc(F)c3)n2N)c(C)n1Cc1ccc2c(c1)OCO2	10	-1	-34	-12	-2
10	CN(Cc1ccccc1)C(=O)Cn1cccc1C(=O)c1ccccc1	0	-4	7	1	-5
11	CCOC(=O)c1ccc(S(=O)(=O)N2CCN(S(=O)(=O)CC)CC2)cc1	-5	6	0	-1	6
12	COc1ccc(C(=O)N2CCN=C2SC)cc1OC	0	2	2	3	10
13	Cc1ccc(S(=O)(=O)N[C@H](C(=O)OCC(=O)N2N=C(c3ccc(Cl)cc3)CC2c2ccco2)C(C)C)cc1 (some centres not stated)	0	-3	-27	-7	-6
14	Cc1ccc(C(=O)CNc2ccccc2C)cc1	-4	-5	-7	1	4
15	COC(=O)c1sccc1NC(=S)N1CCN(c2ccc(F)cc2)CC1	-17	1	-7	-2	-5

entry	SMARCA2 act	ABHD4 inh	PG9 Ab binder	ARFGAP1 inhibitor	rCAG RNA binder
1	-3	1	-1.1	-1	-4
2	-3	-1	0.0	-7	-8
3	-1	-5	-0.7	-10	-12
4	10*	3	-0.1	9	2
5	3	-3	0.0	-10	-2
6	1	-3	-2.1	11	1
7	0	-3	-1.8	7	1
8	-3	1	0.6	4	0
9	-7	-8	-3.2	10	0
10	0	0	-1.8	10	-7
11	2	-16	3.4	-1	0
12	2	5	0.2	4	-2
13	-2	-3	-1.6	-1	7
14	3	4	-1.9	1	1
15	1	-11	0.6	2	1

# Part of the list above in order of SMILES length, low to high:
entry	canonical_smiles	ASAP1 GAP inh	Rev-erbA mod	HTRA1 inhibitor	NPR1 activator	NPR2 activator
12	COc1ccc(C(=O)N2CCN=C2SC)cc1OC	0	2	2	3	10
10	CN(Cc1ccccc1)C(=O)Cn1cccc1C(=O)c1ccccc1	0	-4	7	1	-5
3	O=C(CCCc1nc2ccccc2s1)NNC(=O)CCN1CCN(Cc2ccccc2)CC1	-11	-6	-4	-3	0

entry	SMARCA2 act	ABHD4 inh	PG9 Ab binder	ARFGAP1 inhibitor	rCAG RNA binder
12	2	5	0.2	4	-2
10	0	0	-1.8	10	-7
3	-1	-5	-0.7	-10	-12

# Compound profiles (already shown).
# `Cc1ccc(C(=O)CNc2ccccc2C)cc1` reads ASAP1 GAP inh = -4; Rev-erbA mod = -5; HTRA1 inhibitor = -7; NPR1 activator = 1; NPR2 activator = 4; SMARCA2 act = 3; ABHD4 inh = 4; PG9 Ab binder = -1.9; ARFGAP1 inhibitor = 1; rCAG RNA binder = 1
# `Cc1cc(C)n2cc(CSc3nnnn3-c3ccc(Cl)cc3)nc2n1` reads ASAP1 GAP inh = -6; Rev-erbA mod = 6; HTRA1 inhibitor = -5; NPR1 activator = -2; NPR2 activator = -6; SMARCA2 act = 1; ABHD4 inh = -3; PG9 Ab binder = -2.1; ARFGAP1 inhibitor = 11; rCAG RNA binder = 1

# (list continues)
entry	canonical_smiles	ASAP1 GAP inh	Rev-erbA mod	HTRA1 inhibitor	NPR1 activator	NPR2 activator
16	Cc1cccc(Nc2nnc(SCC(=O)NC3CCCc4ccccc43)s2)c1 (configuration not stated)	5	2	-18	-5	-6
17	O=C(c1ccc(Br)o1)N1CCN=C1SCc1cccc(F)c1	-5	0	-12	7	6
18	Cc1ccc(COC(=O)CN2C(=O)NC3(CCCCC3C)C2=O)cc1 (configuration not stated)	3	8	-2	1	1
19	CC1Cc2ccccc2N1C(=O)c1nn(C)cc1Br (configuration not stated)	14	-4	-2	3	-2
20	Cc1ccc(Oc2ccc(C(=O)NCc3ccncc3)cc2)cc1	6	-1	-14	0	-1
21	O=C(Nc1ccc(Cl)cc1)N1CCN(c2ncccn2)CC1	8	-6	6	4	1
22	C/C(=N/NC(=O)CNC(=O)C(c1ccccc1)c1ccccc1)c1ccco1	-4	0	-3	-1	5
23	CC(C)CN(CCNC(=O)c1cn(C)c2ccc(S(=O)(=O)N3CCCC3)cc2c1=O)CC(C)C	-26	1	-1	3	1
24	Cc1cccc2sc(NC(=O)C3CSC4(C)CCC(=O)N34)nc12 (configuration not stated)	8	0	-4	16	-1
25	COc1ccc(/C=C/CN2CCN(Cc3cccc(OC)c3)C(CCO)C2)cc1 (configuration not stated)	2	-7	9	2	3
26	CN(CC(=O)Nc1ccccc1Br)C(=O)c1cccc(S(=O)(=O)N2CCc3ccccc32)c1	10	4	-5	-1	12
27	CCCCNC(=O)CSc1nc(CCC)nc2ccccc12	0	0	2	-6	-2
28	CC(C)CC1OC(C(C)C)Cc2[nH]c(=S)[nH]c(=O)c21 (configuration not stated)	-1	5	nt	3	1
29	COc1ccc(-c2coc3c(C(=O)Nc4ccc(OC)nc4)cccc23)c(C)c1	-12	2	nt	1	1
30	CCCCC[C@@H](C)N1C[C@@H](COCc2ccccc2)Oc2cc(N3CC[C@@H](N(C)C)C3)ccc2S1(=O)=O	4	10	nt	2	0

entry	SMARCA2 act	ABHD4 inh	PG9 Ab binder	ARFGAP1 inhibitor	rCAG RNA binder
16	-2	-4	-0.9	3	-2
17	0	7	-0.3	10	-1
18	0	1	0.6	-2	-6
19	-3	0	-0.5	3	2
20	-7	-16	-2.1	13	7
21	2	0	0.2	0	-2
22	1	-4	2.3	-5	-1
23	-2	1	-1.0	-18	5
24	-3	4	0.0	-4	2
25	-1	1	0.7	-5	-5
26	-1	2	-1.8	5	2
27	-4	-2	0.7	-4	-6
28	-1	8	-0.2	2	6
29	-6	-26	0.1	-10	3
30	-2	16	-0.3	-3	3

# The list goes on.
entry	canonical_smiles	ASAP1 GAP inh	Rev-erbA mod	HTRA1 inhibitor	NPR1 activator	NPR2 activator
31	CCOC(=O)Cn1ccc(NC(=O)COc2ccc(F)cc2F)n1	-5	1	8	41*	-3
32	Cc1oc2c(C)c3oc(=O)c(CCC(=O)NCCCn4ccnc4)c(C)c3cc2c1C	-23	8	-3	9	3
33	COc1cc(NC(C)CCCN)c2ncccc2c1Oc1ccccc1 (configuration not stated)	-6	6	26	15	1
34	Cc1[nH]n(-c2ccccc2)c(=O)c1C1(C(F)(F)F)C(=O)N(c2ccc(F)cc2)C2=C1C(=O)CC(C)(C)C2 (configuration not stated)	-6	1	3	-1	3
35	CC(=O)c1ccc(NC(=O)NC2CC(=O)N(c3ccc4c(c3)OCCO4)C2)cc1 (configuration not stated)	-5	-6	-1	2	-5
36	CCS(=O)(=O)Nc1cc2c3c(c1)CCC(=O)N3CCC2	-10	-3	6	5	-3
37	O=C(Cc1ccc(Cl)cc1)Nc1cc(S(=O)(=O)N2CCOCC2)ccc1N1CCCC1	-13	4	-6	-7	-6
38	CC(C)C(NC(=O)/C=C/c1cccc([N+](=O)[O-])c1)C(C)C	-2	4	4	1	2
39	Cc1ccc(S(=O)(=O)N2C[C@H]3[C@H]4C(=O)N(C5CCCCC5)C(=O)[C@H]4CC(=O)[C@H]3[C@@H]2c2cccc3ccccc23)cc1	4	3	nt	1	3
40	O=C(Nc1nc2ccc(F)cc2s1)c1ccc(N2CCCC2=O)cc1	-3	3	-4	21	-4
41	O=C1CCN(CCCN2CCC(=O)N(Cc3ccccc3)C2=S)C(=S)N1Cc1ccccc1	-2	1	-27	-1	-2
42	O=C1C2C3CCC(O3)C2C(=O)N1c1cccc(O)c1 (configuration not stated)	-6	-6	2	2	-1
43	COc1ccc(S(=O)(=O)N2CCOCC2)cc1C(=O)NCC(c1ccccc1)c1ccccc1	9	5	-8	-3	3
44	CCOc1ccc(OCCSc2nnnn2-c2ccccc2)cc1	10	11	-18	4	2
45	CCN(CC)S(=O)(=O)c1cc(C(=O)NCCN2CCOCC2)ccc1Cl	3	1	6	-3	-2

entry	SMARCA2 act	ABHD4 inh	PG9 Ab binder	ARFGAP1 inhibitor	rCAG RNA binder
31	-2	2	-0.4	-13	-2
32	0	1	0.1	8	-5
33	0	14	-2.1	5	9
34	1	5	-1.6	-7	19
35	-1	0	0.8	-10	-1
36	-2	-2	-2.0	1	2
37	-1	-2	-0.6	-5	9
38	-3	-8	-0.3	-2	1
39	-4	2	-0.1	0	5
40	1	-13	-0.1	2	-1
41	-2	-4	0.9	-4	10
42	2	2	0.0	2	-5
43	3	-3	-1.0	9	3
44	1	-8	0.8	14	-1
45	-4	-8	-0.3	-3	-1

# (continued)
entry	canonical_smiles	ASAP1 GAP inh	Rev-erbA mod	HTRA1 inhibitor	NPR1 activator	NPR2 activator
46	Cc1ccc(N2C(=O)N(CC(=O)Nc3c(C)cc(C)cc3Cl)C(=O)C2C)cc1 (configuration not stated)	-1	-6	-6	0	1
47	Cc1c2ccccc2cc(Cc2ccccc2)[n+]1C	4	1	-4	5	0
48	Cc1ccc(CNC(=O)C2CCCN(S(=O)(=O)c3cccnc3)C2)cc1 (configuration not stated)	0	-1	5	-1	2
49	Cc1cc(=O)oc2cc(NC(=O)c3cc([N+](=O)[O-])ccc3N3CCOCC3)ccc12	2	2	4	-5	0

entry	SMARCA2 act	ABHD4 inh	PG9 Ab binder	ARFGAP1 inhibitor	rCAG RNA binder
46	-4	-4	-2.5	-4	-3
47	-3	8	0.6	-11	1
48	0	-8	-0.2	5	-4
49	-6	3	1.3	0	2

# Screening data as filed in PubChem.
